Screening results as filed in PubChem BioAssay.
RBX1-CUL1 inh – blocks human RBX1-Cullin-1 di-ubiquitin formation; P62877+Q13616; in vitro K48 di-Ub FRET, acceptor:donor ratio, 45 min; inhibition, % at 10 µM; 0.6% of 140,000 active; in the data active means inhibition above about 25%
Target sequence (P62877 whole entry, looked up): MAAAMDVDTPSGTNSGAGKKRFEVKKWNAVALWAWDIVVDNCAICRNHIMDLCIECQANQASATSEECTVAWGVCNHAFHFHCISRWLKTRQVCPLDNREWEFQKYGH
Target sequence (Q13616 whole entry, looked up): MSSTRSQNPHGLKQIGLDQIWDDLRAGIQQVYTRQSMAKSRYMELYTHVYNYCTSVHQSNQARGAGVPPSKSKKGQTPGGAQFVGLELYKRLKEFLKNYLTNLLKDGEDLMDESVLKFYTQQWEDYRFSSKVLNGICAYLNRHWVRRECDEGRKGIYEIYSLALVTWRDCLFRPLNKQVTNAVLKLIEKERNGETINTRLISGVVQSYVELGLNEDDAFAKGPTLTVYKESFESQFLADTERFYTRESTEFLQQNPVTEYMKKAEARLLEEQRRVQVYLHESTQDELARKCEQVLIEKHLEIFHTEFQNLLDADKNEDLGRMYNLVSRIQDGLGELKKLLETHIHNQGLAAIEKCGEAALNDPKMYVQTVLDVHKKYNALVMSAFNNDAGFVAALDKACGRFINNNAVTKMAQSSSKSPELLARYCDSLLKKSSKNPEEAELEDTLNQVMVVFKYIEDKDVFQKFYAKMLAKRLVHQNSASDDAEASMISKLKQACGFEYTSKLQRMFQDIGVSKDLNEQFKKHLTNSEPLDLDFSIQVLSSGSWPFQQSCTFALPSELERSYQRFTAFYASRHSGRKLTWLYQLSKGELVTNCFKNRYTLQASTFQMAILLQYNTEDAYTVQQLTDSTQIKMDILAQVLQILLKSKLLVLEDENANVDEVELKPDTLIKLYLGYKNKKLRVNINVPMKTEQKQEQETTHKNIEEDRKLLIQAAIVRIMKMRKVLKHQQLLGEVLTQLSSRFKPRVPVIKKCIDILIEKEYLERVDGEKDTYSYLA
* hit, by the source's call. An excerpt; rates above refer to the full screens.

RBX1-CUL1 inh	mol
-1.2	COCCOC1CCN(Cc2cc(OC)ccc2OCC(O)CN(C)C)CC1 (stereo not given)
-20.5	Cc1noc(-c2ccc(N3CCSCC3)nc2)n1
-4.2	CNC(=O)c1cc2cc(OC)ccc2n1CCN(C)C
3.6	CCCCC(=O)Nc1ccc(C(=O)OC2CCCCC2)cc1
-2.4	CC(C)CNS(=O)(=O)c1ccc(CCC(=O)NCc2cccnc2)cc1
1.8	O=C(CN1CCCC1)Nc1ccc(Cc2ccc(NC(=O)CN3CCCC3)cc2)cc1
3.4	O=c1oc2ccccc2n1S(=O)(=O)c1ccccc1
5.3	COc1cccc(S(=O)(=O)NCC(=O)N2CC(C)CC(C)C2)c1 (stereo not given)
3.8	CCOC(=O)c1ccc(N2C(=S)N(C(=O)c3ccccc3)C(=Nc3ccccc3)C2=Nc2ccccc2)cc1
-2.0	CN(CC1CCOCC1)c1nc2nonc2nc1NCc1ccccc1
1.9	Cc1ccccc1-n1c(SCC(N)=O)nc2sc(-c3ccccc3)cc2c1=O
-3.4	Cc1ccc(Cl)cc1NC(=O)CN(C)C1CCCCC1
6.7	O=C(Nc1ccc(Cl)cc1)Nc1ccccc1N1CCOCC1
0.4	CC(=O)Nc1ccc(C2=NC(c3ccccc3)c3cc(NC(C)=O)ccc3N2)cc1 (stereo not given)
7.6	COc1ccccc1N1CCN(c2c(CN3CCCC3)c(=O)oc3ccccc23)CC1
-7.9	CCn1c(O)c(N=NC(=O)COc2ccc(C)cc2C)c2ccccc21
9.1	Cc1ccc(S(=O)(=O)C(F)F)cc1
3.5	CCOC(=O)C1C(CN2CCN(c3ccc(Cl)cc3)CC2)=NC(=O)NC1c1ccc(F)cc1 (stereo not given)
-0.4	COC(=O)c1ccc(Cn2cc(Br)cn2)cc1
2.8	CC(C(=O)O)N1C(=O)/C(=C/c2ccc3c(c2)OCO3)SC1=S (stereo not given)
-2.2	O=C1N=C(Cc2ccc(Br)cc2)C(=O)C1C=NCc1ccccc1 (stereo not given)
0.7	Cc1nc(C2CCN(S(=O)(=O)c3c(C)cccc3Cl)CC2)cc(=O)[nH]1
-4.9	Cn1c(=O)oc2cc(S(=O)(=O)CCC(=O)N3CCN(c4ccccc4F)CC3)ccc21
0.5	COc1ccccc1-c1noc(CSc2nnc(Cc3ccccc3)n2-c2ccc(C)c(C)c2)n1
-11.5	COc1ccc(NC(=O)C2C(C)=Nc3nc(SCc4ccccc4)nn3C2c2cc(OC)ccc2OC)cc1 (stereo not given)
-5.8	C[n+]1cc2ccccc2c2ccccc21
-10.4	Cn1cnc(S(=O)(=O)N2CCC(C(=O)Nc3ccc(F)cc3F)CC2)c1
-3.7	N=C(N)N(c1ccccc1)c1ccccc1
3.3	CC(CCCN(C)C)C(Cc1ccccc1)c1ccccc1 (stereo not given)
-1.1	CCNc1ncnc2c1nnn2C

Next section (two carried over from the part before).
RBX1-CUL1 inh	mol
3.3	CC(CCCN(C)C)C(Cc1ccccc1)c1ccccc1 (stereo not given)
-1.1	CCNc1ncnc2c1nnn2C
5.2	COc1ccc(-c2cccc(-c3ccn(Cc4csc(C)n4)n3)c2)nn1
0.0	Nc1ccccc1CN1CCCCCC1
1.8	O=C(Nc1sc2c(c1C(=O)O)CCCCC2)c1ccccc1
0.0	O=C(c1cc(-c2ccsc2)n[nH]1)N1CCCC(CO)(Cc2cccc(Cl)c2)C1 (stereo not given)
-6.5	CC(=O)C1=NN(c2cccc(Cl)c2C)C2C(=O)N(c3ccccc3)C(=O)C12 (stereo not given)
2.3	O=C(NCCc1ccccn1)c1coc(COc2cccc(F)c2F)n1
2.4	CCN(C(=O)CCNC(=O)Cn1cnc2ccccc2c1=O)c1cc(OC)ccc1OC
6.1	COCCc1nnc2sc(/C=C/c3ccc(OC)cc3)nn12
-4.8	COc1ccc(-c2[nH]nc3c2C2(C(=O)N(CC(=O)O)c4ccccc42)C(C#N)C(=N)O3)cc1OC (stereo not given)
-1.6	Cc1cc(C)c2c3c(sc2n1)C(c1c(F)cccc1Cl)C(C#N)C(=N)O3 (stereo not given)
-0.5	CCC(=O)N1c2cc(C)c(C)cc2-c2c(ssc2=S)C1(C)C
1.9	COc1ccc(-c2csc3ncn(Cc4ccccc4C)c(=O)c23)cc1OC
-1.3	CC(NC(=O)c1ccc(N2Cc3ccccc3Oc3ncccc32)s1)c1ccccc1 (stereo not given)
-5.0	C/C(=N\N1CCN(Cc2ccc(Cl)cc2)CC1)c1ccco1
5.1	CCOC(=O)N1CCN(C(=O)c2ccc(C3CCCN3)s2)CC1 (stereo not given)
0.3	Nc1ncc(CN2CCC(CCC(=O)NC3CC3)CC2)cn1
2.2	COc1cccc(CNC(=O)Cn2nc(N3CCN(c4ccccc4OC)CC3)ccc2=O)c1
4.5	C=CC[C@H]1CC(C)=C[C@H](CC=C)N1C(=O)CCC1(Cc2ccc(SC)cc2)CCC(=O)N1 (stereo not given in full)
2.9	COC(=O)c1ccc(NC(=O)CSc2nc(C)nc3sc4c(c23)CCC4)cc1
-3.2	COc1ccc(NC(=O)C2CCN(c3ccc(Sc4ccc(C)cc4)nn3)CC2)cc1
-6.4	Cc1cccc(C)c1-n1nnnc1SCSc1nnnn1-c1c(C)cccc1C
5.0	Cc1csc(NC(=O)/C=C/c2ccc(Cl)cc2Cl)n1
2.2	CCN(CCN1CCCC1)C(=O)c1cc(COc2c(C)cccc2C)on1
5.1	CSCCC(=O)N(CCc1ccccc1)CC1CCN(C)CC1
1.4	COc1ccc(N2C(=O)CSC23C(=O)N(CC(N)=O)c2ccccc23)cc1 (stereo not given)
-10.5	COc1ccc(-c2nnc(SC3CCc4ccccc4NC3=O)s2)cc1 (stereo not given)
10.7	COc1ccccc1NC(=O)C1C(C)=Nc2nc(SCc3ccccc3C)nn2C1CC(C)C (stereo not given)
5.2	Cc1cc(=O)[nH]c(Sc2ccc([N+](=O)[O-])cc2[N+](=O)[O-])n1
13.5	CCOc1cc(Br)c(Br)c(C=Nc2cccc(NC(=O)c3ccc(Cl)cc3Cl)c2)c1O
-8.4	O=c1c2cc(-c3ccccc3)sc2ncn1/N=C/c1ccco1

In another format: 4 of the compounds above.
SMILES,RBX1-CUL1 inh
COc1ccc(-c2cccc(-c3ccn(Cc4csc(C)n4)n3)c2)nn1,5.2
Nc1ccccc1CN1CCCCCC1,0.0
O=C(Nc1sc2c(c1C(=O)O)CCCCC2)c1ccccc1,1.8
O=C(c1cc(-c2ccsc2)n[nH]1)N1CCCC(CO)(Cc2cccc(Cl)c2)C1 (stereo not given),0.0

Further records.
RBX1-CUL1 inh	mol
-6.4	COc1ccc(CCNC2CCN(c3ccc(C(=O)N[C@H]4CCCCNC4=O)cc3)CC2)cc1
2.6	Cc1cccn2c(=O)c3cc(C(=O)Nc4cccnc4)n(C)c3nc12
1.0	CCN(CC)S(=O)(=O)c1cc(Br)c(C)cc1OC
4.2	CCn1c(-c2cc(OC)cc(OC)c2)n[nH]c1=S
2.6	COc1ccc2sc(N(Cc3cccnc3)C(=O)c3ccco3)nc2c1
0.9	C=CCn1c(SCC(=O)Nc2cc(Cl)ccc2Cl)nc2sc(C)cc2c1=O
-1.0	CCOc1ccc(C(=O)n2cnc3cc(C)c(C)cc32)cc1
4.1	N#Cc1c(C(F)(F)F)cc(-c2ccc(F)cc2)nc1SCC(=O)Nc1sc2c(c1C#N)CCC2
-0.3	Cc1ccc(NC(=O)CSc2ccc3nnc(CCNS(=O)(=O)c4ccccc4)n3n2)cc1Cl
-7.9	Cc1cc2nn(-c3ccc(Cl)cc3)nc2cc1NC(=O)c1ccccc1
7.8	O=C(NCCc1ccncc1)c1cn(CCC2CCCCC2)nn1
-1.7	O=C(CCc1ccccc1)Nc1ccc(S(=O)(=O)N2CCCC2)cc1
3.0	C=CCN(Cc1cccnc1)Cc1cccc(-c2nc(C)c(F)c(=O)[nH]2)c1
-4.0	COc1cc(C2C(C(=O)c3ccc4c(c3)CC(C)O4)C(=O)C(=O)N2Cc2ccco2)ccc1O (stereo not given)
-1.3	Cc1noc(C)c1-c1n[nH]c2c1CN(C(=O)c1cccc3c1OCC3)CC2
65.0*	O=C(O)CCCCCN1C(=O)/C(=C2\SC(=S)N(CCCCCC(=O)O)C2=O)SC1=S
0.4	CCc1nnc(SC(CC)C(=O)Nc2ccc(OC)c(Cl)c2)c2cc3occc3n12 (stereo not given)
-2.6	Cc1ccccc1-c1nnc(SCc2ccccc2Cl)o1
-2.8	CCOc1ccc(C(=O)Nc2ccccc2OCc2cc(=O)n3ccccc3n2)cc1
4.7	Cc1c(-c2ccccc2)[nH]c2c(CNC(=O)[C@@H]3CCC(=O)N3)cc(Cl)cc12
-3.1	O=C1CN(S(=O)(=O)c2ccc(Cl)cc2)CC(=O)N1CCc1ccccc1
-6.1	CCOC(=O)Cc1ccc(NC(=O)N=C2CNC(=O)NC2=O)cc1
-11.3	Cc1ccccc1OCC(=O)Nc1cccc(C(=O)OCc2cc(=O)n3c(C)csc3n2)c1
-5.9	COc1ccc2c(c1)C(=O)N(c1ccc(C)cc1C)C(=O)C2C=Nc1ccccc1C (stereo not given)
-2.0	CCCCCOc1ccc(C(NC(=O)Cc2ccccc2)NC(=O)Cc2ccccc2)cc1OC
-3.1	CCOc1ccccc1NC(=O)Cn1ccn(Cc2ccc(C)cc2)c(=O)c1=O
7.0	O=C(Nc1cc(Cl)c(O)c(Cl)c1)C1CC1
1.7	O=C(CCn1cncn1)N1CCCC(CCc2ccccc2)C1 (stereo not given)
-3.8	CCN1C(=O)C(O)(CC(=O)c2ccccc2)c2ccccc21 (stereo not given)
-0.9	CCn1c(CNC(=O)c2ccc(C)cc2)nnc1SCC(=O)c1ccc(Br)cc1

New compounds follow:
RBX1-CUL1 inh	mol
-6.5	CCCc1nn(C)c(C(=O)Nc2ccccc2C(=O)OC)c1Cl
-4.9	COc1ccccc1C1CC(c2ccccc2)=NN1c1ccccc1 (stereo not given)
-4.5	CCOC(=O)C1=C(C)N=c2s/c(=C/c3ccc(OCc4cccc(F)c4)c(OC)c3)c(=O)n2C1c1ccc(C(C)C)cc1 (stereo not given)
-2.9	Cc1ccc(-c2cc(-c3ccccc3)c3c(N)c(C(=O)Nc4c(C)cc(C)cc4C)sc3n2)cc1
-6.6	Cc1cc(C)c([N+](=O)[O-])c(C)c1C1c2c(n[nH]c2C)OC(=N)C1C#N (stereo not given)
4.8	Cc1ccc2oc(C(=O)Nc3nnc(CC(C)C)s3)cc(=O)c2c1
0.6	CCOC(=O)/C(Cl)=N\Nc1ccc(Cl)cc1Cl
-2.2	CC1CCN(C(=O)CN2Cc3ccccc3OC(c3ccccc3F)C2)CC1 (stereo not given)
-7.1	O=C(NCCc1cnccn1)c1ccc(C2CCCN2Cc2ccoc2)s1 (stereo not given)
4.7	COCCNc1oc(-c2ccccc2C)nc1C#N
5.0	COc1ccc2c(c1)c1c(c(=O)n(Cc3ccccc3)c(=O)n1CC(=O)NCc1ccccc1)n2C
-1.8	COc1ccc(OC)c(NC(=O)Nc2cccc(OCc3cc(=O)n4cc(C)ccc4n3)c2)c1
4.2	O=C(c1ccccc1)c1coc2ccc(O)c(Cl)c12
-8.0	COc1cc(OC)c(N(C)C(=O)c2cc3c(s2)-c2ccccc2OC3)cc1Cl
4.8	CCCCN1C(=O)C(C(=O)Nc2cccc(OC)c2)C(=O)c2ccccc21 (stereo not given)
7.0	CC1=C(c2ccc(C)c(C)c2)S(=O)(=O)N(Cc2ccc(C(=O)NCc3ccccc3F)cc2)C1=O
9.1	CCC(=O)N1CCc2cc(Br)cc(S(=O)(=O)CCC(=O)NCCc3ccc(Cl)cc3)c21
-2.0	O=C(NCCn1cc(SCc2ccc(C(F)(F)F)cc2)c2ccccc21)c1cccs1
-3.6	O=C(c1ccc2c(=O)n(CCc3ccccc3)c(=O)[nH]c2c1)N1CCN(c2ccc(F)cc2)CC1
-2.0	Cc1cccc(NC(=O)Cn2c(=O)n(CCCS(=O)(=O)C3CCCCC3)c(=O)c3ccccc32)c1
5.9	Cc1ccc2nc(COc3ccccc3NC(=O)COc3ccc(F)cc3)cc(=O)n2c1
4.9	CCCCSc1nnc2c(n1)OC(c1ccc(C)cc1)Nc1ccccc1-2 (stereo not given)
0.5	CC(C)c1ccc(S(=O)(=O)NCc2nc3cccnc3n2Cc2ccc(F)cc2)cc1
8.6	CCCCCCCSc1nc2sc3c(c2c(=O)n1-c1ccccc1)CCCC3
-4.5	O=c1nc2n(-c3cccc(C(F)(F)F)c3)c3ccccc3cc-2c(=O)[nH]1
2.6	CCOC(=O)C1C(CN2CCCCC2)=NC(=O)NC1c1ccc(C)cc1 (stereo not given)
9.4	Cn1cc(CN2CCC3(CC2)c2ccccc2[C@@H](N2CC=CCC2)[C@@H]3O)cn1
-4.4	O=C(NCc1ccccc1Cl)c1ccc(NC(=O)N2CCCCc3ccccc32)cc1
-10.2	Cc1cccc(NC(=O)CN2C(=O)c3ccccc3Sc3ncccc32)c1C
2.6	CCCN(CCC)c1nn2c(=O)c(C(=O)NCc3cccc(OC)c3)cnc2s1

Looked up by compound from above, 4 records:
RBX1-CUL1 inh	mol
2.6	CCCN(CCC)c1nn2c(=O)c(C(=O)NCc3cccc(OC)c3)cnc2s1
-2.2	CC1CCN(C(=O)CN2Cc3ccccc3OC(c3ccccc3F)C2)CC1 (stereo not given)
-4.9	COc1ccccc1C1CC(c2ccccc2)=NN1c1ccccc1 (stereo not given)
4.8	CCCCN1C(=O)C(C(=O)Nc2cccc(OC)c2)C(=O)c2ccccc21 (stereo not given)

Other results
RBX1-CUL1 inh	mol
-9.6	Fc1cccc(F)c1-c1nc(-c2ccncc2)no1
-0.6	O=C1Oc2c(c(=O)n(Cc3ccccc3)c3ccccc23)C(=O)C1S(=O)(=O)c1cc(Cl)c(Cl)cc1Cl (stereo not given)
-3.0	CN(C)c1cc[n+](CN2C(=O)c3ccccc3C2=O)cc1
9.7	Cc1cc(O)cc2sc3ccccc3c(=O)c12
8.9	COc1ccccc1NC(=O)c1c(C)nc2c(c1-c1ccco1)C(N)C(C#N)S2 (stereo not given)
-0.6	CCS(=O)(=O)c1nc2ccccc2n1CCOc1ccccc1
-3.3	Cc1cc(OCc2nc3ccccc3s2)ccc1NC(=O)c1cccc(F)c1
2.3	COc1ccc(S(=O)(=O)N2CCN(Cc3ccc4c(c3)OCO4)CC2)c2ccccc12
